KDM4E inh – qHTS Assay for Inhibitors of Human Jumonji Domain Containing 2E (JMJD2E); Lysine-specific demethylase 4E (Homo sapiens), B2RXH2; JMJD2E catalytic domain, FDH-coupled NADH fluorescence (FDH is formaldehyde dehydrogenase); Potency, µM (highest dose often 57.1 µM), without a hit: at the highest dose activity change, negative = inhibition, most hits filed as inhibitors; 1.6% of 230,000 active; AID 2147, 2009; active means well fitted inhibition curve with a large enough effect, not every such curve was filed as active; inconclusive means small, poorly fitted or top-dose-only effect, or another doubt; inactive means no such curve, though single readings can be large or run the other way;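 further: 0% = wells with enzyme and -100% = buffer wells without enzyme; nearly all actives have a fitted effect of over 50% in size; many of its hits are not listed in these tables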
Target sequence (B2RXH2 1-337 limits assumed): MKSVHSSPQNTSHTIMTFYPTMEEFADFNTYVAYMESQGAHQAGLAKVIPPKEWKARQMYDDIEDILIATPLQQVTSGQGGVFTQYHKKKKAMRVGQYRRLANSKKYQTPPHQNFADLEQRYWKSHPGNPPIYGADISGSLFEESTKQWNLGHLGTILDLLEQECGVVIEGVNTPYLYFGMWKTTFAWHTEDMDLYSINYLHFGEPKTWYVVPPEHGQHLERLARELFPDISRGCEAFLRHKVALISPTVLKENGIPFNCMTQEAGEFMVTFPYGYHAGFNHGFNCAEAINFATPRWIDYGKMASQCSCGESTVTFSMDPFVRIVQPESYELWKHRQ
ALDH1A1 inh – qHTS Assay for Inhibitors of Aldehyde Dehydrogenase 1 (ALDH1A1) | Potency, µM (series often up to 75.3 µM), for the others: at the highest dose activity, negative = inhibition, most hits filed as inhibitors | 7.3% of 220,000 active | Aldehyde dehydrogenase 1A1 (Homo sapiens), P00352 | Purified ALDH1A1, NADH fluorescence, propionaldehyde substrate; active means well fitted inhibition curve with a large enough effect, not every such curve was filed as active; inconclusive means small, poorly fitted or top-dose-only effect, or another doubt; inactive means no such curve, though single readings can be large or run the other way;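 further: plate controls were no enzyme wells and a reference inhibitor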
Target sequence (P00352 whole entry, looked up): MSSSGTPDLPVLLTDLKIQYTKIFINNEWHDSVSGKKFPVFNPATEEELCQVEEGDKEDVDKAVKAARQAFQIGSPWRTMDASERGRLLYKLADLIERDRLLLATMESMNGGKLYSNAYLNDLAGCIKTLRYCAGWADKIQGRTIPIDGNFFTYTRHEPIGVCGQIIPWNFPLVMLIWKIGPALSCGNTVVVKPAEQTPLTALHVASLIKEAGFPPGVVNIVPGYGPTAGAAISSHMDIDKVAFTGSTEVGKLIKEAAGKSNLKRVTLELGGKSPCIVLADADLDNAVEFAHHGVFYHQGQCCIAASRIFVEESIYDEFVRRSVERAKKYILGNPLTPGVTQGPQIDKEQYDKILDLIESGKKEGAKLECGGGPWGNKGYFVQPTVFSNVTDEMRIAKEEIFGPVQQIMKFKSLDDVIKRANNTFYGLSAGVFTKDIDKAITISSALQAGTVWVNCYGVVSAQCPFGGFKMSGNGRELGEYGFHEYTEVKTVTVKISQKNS
Tau ThT inhib – qHTS for Inhibitors of Tau Fibril Formation, Thioflavin T Binding; Microtubule-associated protein tau (Homo sapiens), P10636; recombinant tau K18 P301L (four-repeat tau fragment), heparin-induced fibrillization, ThT fluorescence; 2.1% of 270,000 active; Potency, µM (highest dose often 57.4 µM), without a hit: at the highest dose activity, negative = inhibition, most hits filed as inhibitors; further: on the % scale 0 is the no-effect control and ±100 the full control effect; nearly all actives have a fitted effect of over 55% in size
Target sequence (P10636 561-689 P618L limits assumed): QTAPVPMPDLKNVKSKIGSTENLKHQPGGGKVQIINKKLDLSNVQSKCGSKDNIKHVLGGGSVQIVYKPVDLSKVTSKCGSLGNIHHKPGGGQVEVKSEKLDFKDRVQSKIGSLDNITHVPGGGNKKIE
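Heparin-induced fibrillization of the P301L-mutant K18 repeat-domain fragment of human tau was followed by ThT binding in quantitative high-throughput format.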
RECQ1 inh – qHTS Assay for Inhibitors of RecQ-Like Dna Helicase 1 (RECQ1); ATP-dependent DNA helicase Q1 (Homo sapiens), P46063; RECQ1 DNA unwinding, red fluorescence kinetic read; Potency, µM (doses to about 57.3 µM), without a hit: at the top dose activity, negative = inhibition, usual class: inhibitors; 0.54% of 240,000 active;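 further: plate controls were vehicle for no effect and no enzyme for full effect; nearly all actives have a fitted effect of over 30% in size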
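RECQ1T1 50 nM; forked duplex (20 bp + 30-nt ss tails) 200 nM, ATP 2 mM final; pH 8.0, 2 mM MgCl2, 2.5 ug/ml poly(dI-dC); 15 min compound preincubation; discontinuous kinetic read over 2 h at RT.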
Lamin A splicing – qHTS Assay for Modulators of Lamin A Splicing; 0.01% of 200,000 active; Potency, µM (doses to about 46.1 µM), for inactives: at the highest dose ratio change, negative = inhibition, most hits filed as inhibitors; AID 1487, 2009; HeLa LMNA splicing GFP/RFP minigene ratio, 48 h; active means well fitted inhibition curve with a large enough effect in the signal ratio, with a control signal flat, not every such curve was filed as active; inconclusive means small, poorly fitted or top-dose-only effect, or effect the other way, or a change in a side signal; the % refers to the signal ratio; further: on the % scale 0 is the no-effect control and ±100 the full control effect
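Read-out is the ratio of GFP to DsRed2 object intensity, acquired by 488 nm laser-scanning cytometry on HeLa lamin A-EGFP minigene reporter cells. Compound incubation 48 hrs at 37 °C in Opti-MEM with 2% FBS; DMSO 0.5% final.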
Luc counter – Counterscreen for Luciferase (Kinase-Glo TM) Inhibition | Kinase-Glo luciferase, ATP luminescence, 8 min | Potency, µM (top dose mostly 38.3 µM), for inactives: at the top dose activity change, negative = inhibition, hits mostly inhibitors | 0.28% of 200,000 active | AID 1379, 2008; further: on the % scale 0 is the no-effect control and ±100 the full control effect; nearly all actives have a fitted effect of over 60% in size
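Substrate mix (final 50 mM imidazole pH 7.2, 50 mM KCl, 7 mM MgCl2, 10 uM ATP, 0.01% Tween 20, 0.05% BSA) plus pin-tool compound, then Kinase-Glo detection mix; 8 min ambient, luminescence read.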
L3MBTL1 inh – qHTS Assay for the Inhibitors of L3MBTL1; Lethal(3)malignant brain tumor-like protein 1 (Homo sapiens), Q9Y468; AlphaScreen L3MBTL1–H3K9me1 peptide binding; Potency, µM (top dose mostly 57.1 µM), inactives show at the highest dose activity, negative = inhibition, usual class: inhibitors; 0.66% of 230,000 active; AID 485360, 2010; further: on the % scale 0 is the no-effect control and ±100 the full control effect; nearly all actives have a fitted effect of over 60% in size
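L3MBTL1 (50 nM) pre-complexed 30 min with biotinylated H3(1-15)K9me1 peptide (75 nM), then compounds added for 30 min at room temperature; AlphaScreen streptavidin donor/nickel chelate acceptor beads (10 ug/mL final) read after 30 min dark incubation.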
SMN2 splice enh – qHTS Assay for Enhancers of SMN2 Splice Variant Expression; HEK293 SMN2-luciferase splicing reporter, luminescence, 30-36 h; Potency, µM (highest dose often 46.1 µM), for the others: at the top dose activity change, positive = activation, usual class: activators; 2.8% of 210,000 active; further: % of control where 0% means no effect; nearly all actives have a fitted effect of over 55% in size
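HEK293 cells carry an SMN2 minigene-luciferase reporter in which exon 7 inclusion puts luciferase in frame. Cells were seeded at 2000 cells/well, attached for 10-12 hours, then exposed to compounds for 30-36 hours at 37C before ONE-Glo luminescence.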
* marks the source's active call; other numbers are inactive results; i = inactive; ? = inconclusive; · = no result given; [ ] = another dose, or the depositor's remark. Unless noted, the call rests on the fitted dose curve; in most records, active means well fitted curve in the direction sought with a large enough effect; inconclusive means small, poorly fitted or top-dose-only effect, or another doubt; inactive means no such curve, though single readings can be large; an effect the other way counts as inactive or inconclusive. Potency means the concentration at half of the fitted maximal effect. These rows are one share of the data; the hit share may differ from the screen's.

SMILES	KDM4E inh	ALDH1A1 inh	Tau ThT inhib	RECQ1 inh	Lamin A splicing	Luc counter	L3MBTL1 inh	SMN2 splice enh
CC(C)CCNC(=O)CNC(=O)c1cccs1	6%	5%	-12%	-3%	7%	-2%	·	15%
Cc1ccccc1C(C(=O)NC1CCCCC1)N(C(=O)CNC(=O)c1ccco1)c1cccnc1 (stereo unspecified)	-7%	9%	2%	-8%	·	-5%	-1%	·
COc1ccc(C(=O)C[n+]2ccc(-c3nnc4n3CCC4)cc2)cc1	?	?	?	-6%	-11%	-2%	8%	10%
COc1ccc(OC)c(S(=O)(=O)N2CCN(C34CC5CC(CC(C5)C3)C4)CC2)c1	0%	2%	-8%	-1%	9%	-3%	-3%	-22%
Cc1cccc(NC(=O)c2ccc(CN3CCc4ccccc4C3)cc2)c1C	3%	0%	7%	i	·	2%	-8%[2.29 µM]	-35%[inhibitor]
CCCc1cc(C(=O)NCC(C)C)no1	6%	-27%	7%	2%	1%	2%	-1%	-4%
CC1CCCCN1C(=O)c1ccc(C(=O)N2CCCCC2C)cc1 (stereo unspecified)	-3%	-11%	1%	i	?	9%	6%	-2%
O=C1CCC(Cc2ccccc2)N1 (stereo unspecified)	-2%	9%	3%	-3%	10%	-1%	-2%[11.4 µM]	-9%
CC(=O)c1ccc(NS(=O)(=O)c2ccc(C)cc2)cc1	-14%	-11%	-6%	-15%	-9%	-4%	·	-13%
CC1CCCN(CCSc2ccc(Cl)cc2)C1 (stereo unspecified)	?	-9%	-6%	-14%	-1%	-7%	2%	4%
COc1ccc(-c2cnc(N)nc2-c2ccc(OCc3ccccc3)cc2O)cc1	-25%	-9%	-11%	-17%	·	·	-6%	·
CCOC(=O)C1CCCN(Cc2cc(Br)ccc2OC)C1 (stereo unspecified)	?	10µM*	-4%	-4%	-3%	0%	·	·
CC(C)c1c(O)ccc2c1CCC1[C@@](C)(CO)CCC[C@@]21C (stereo partly specified)	-8%	13%	?	i	·	-3%	·	-15%
CC(C)c1ccc(/C=C2\CC/C(=C\C=N\N(C)C)C2=O)cc1	?	0.4µM*	3.2µM*	i	5%	-3%	·	13µM*
Cc1ccc2c(c1)N(CCCC(=O)NCC1COc3ccccc3O1)C(=O)CO2 (stereo unspecified)	8%	5%	-5%	-1%	6%	-4%	0%	-4%
CC(C)(C)n1nnnc1C(c1cccs1)N(Cc1cccnc1)CC1CCCO1 (stereo unspecified)	8%	-8%	-17%	-1%	10%	-1%	-6%	-6%
Cc1ccc2oc(-c3cccc(NC(=O)c4ccc(Br)o4)c3C)nc2c1	6%	-1%	-8%	-4%	?	-2%	·	-19%
CCOC(=O)c1c(NC(=O)NC(C)(C)C)sc2c1CCN(C)C2	?	·	-11%	-3%	·	·	?	·
O=C1NC(O)=NC1(c1ccccc1)c1ccccc1	0%	-4%	3%	i	-2%	-3%	·	-10%
CCOC(=O)C1CCCN(C/C(O)=C(\C#N)c2nc(-c3ccc(Cl)cc3)cs2)C1 (stereo unspecified)	-1%	-3%	?	-9%	-7%	2%	-11%	-12%

A second format for some results above:
Values run as follows: KDM4E inh	ALDH1A1 inh	Tau ThT inhib	RECQ1 inh	Lamin A splicing	Luc counter	L3MBTL1 inh	SMN2 splice enh
- CC(C)CCNC(=O)CNC(=O)c1cccs1
  6%	5%	-12%	-3%	7%	-2%	·	15%
- Cc1ccc2c(c1)N(CCCC(=O)NCC1COc3ccccc3O1)C(=O)CO2 (stereo unspecified)
  8%	5%	-5%	-1%	6%	-4%	0%	-4%

Carrying on.
SMILES	KDM4E inh	ALDH1A1 inh	Tau ThT inhib	RECQ1 inh	Lamin A splicing	Luc counter	L3MBTL1 inh	SMN2 splice enh
OCCN1CCN(CCC=C2c3ccccc3Sc3ccc(Cl)cc32)CC1	-1%[25.5 µM]	0%[20.9 µM]	·	-11%[25.9 µM]	?	-5%[17.1 µM]	·	-2%[20.6 µM]
COc1cccc(C(=O)Nc2nc(-c3ccccc3)c(-c3ccccc3)o2)c1	?	-5%	-13%	?	?	2%	0%	-45%[inhibitor]
Cc1[nH]n(-c2ccccc2)c(=O)c1C=Nc1ccc2[nH]c(=O)[nH]c2c1	-3%	12%	-12%	-15%	-18%	-5%	5%	-7%[1.84 µM]
Cc1ccc(C)c(NC(=O)CCC(=O)OC(C(=O)c2ccccc2)c2ccccc2)c1 (stereo unspecified)	-10%	-2%	?	-10%	?	·	1%	·
CC(=O)c1cccc(NC(=O)C2CCCN(S(=O)(=O)c3ccc(F)cc3)C2)c1 (stereo unspecified)	-3%	-3%	2%	-12%	-6%	3%	-12%	-12%
CC(=O)c1cccc(NC(=O)Oc2ccccc2)c1	1%	8%	2%	-3%	11%	-1%	-2%	-14%
Cn1c(=O)cc(SCC(=O)N2CCN(Cc3ccc4c(c3)OCO4)CC2)c2ccccc21	2%	-13%	-8%	i	?	·	7%	·
CC(=O)Nc1ccccc1NC(=O)c1cc(C)cc(C)c1	-3%	10%	5%	i	-1%[46 µM]	2%	5%	-2%
CCOc1cccc(C(=O)N2CCCCC2c2cccnc2)c1 (stereo unspecified)	?	?	-1%	0%	-9%	1%	-13%	-16%
Cc1cc(C)c(NC(=O)c2ccoc2C)c(C)c1	6%	4%	-1%	-6%	-6%	-1%	·	-1%
CC(Sc1nnc(-c2cccnc2)n1-c1ccccc1)C(=O)NCc1ccc2c(c1)OCO2 (stereo unspecified)	-2%	-8%	0%	-7%	5%	-15%	·	34%
COc1ccc(C(C)C)cc1S(=O)(=O)N1CCN(C)CC1	4%	?	-6%	-7%	14%	1%	·	4%
CCOc1ccc(NC(=O)COc2ccc(OC)cc2)cc1	-1%	3%	?	-4%	·	13%	·	1%
O=C(CCCSc1nc2ccccc2[nH]1)Nc1nnc(-c2ccccc2)o1	2%	0%	-6%	i	?	-1%	5%	-11%
N#Cc1c(NC(=O)CN2CCOCC2)oc(-c2ccccc2)c1-c1ccccc1	-14%	?	-6%	-9%	13%	4%	·	?
COC(=O)c1cc(NC(=O)c2cccc([N+](=O)[O-])c2C)ccc1Cl	1%	-4%	-7%	-1%	·	1%	-8%	-8%
COc1ccc(-c2cc(C(=O)N3CCc4ccccc4C3)no2)cc1OC	-9%	?	?	i	-3%	-5%	-3%	-6%
CCc1ccc(C2N(c3ccc(OC)cc3)C(=O)C3CCCN32)cc1 (stereo unspecified)	-1%	?	-4%	-10%	-2%	2%	1%	-2%
CCC(C)(C(=O)NC1CCCC1)N(Cc1ccco1)C(=O)c1ccc2c(c1)OCO2 (stereo unspecified)	2%	-3%	-6%	i	-7%	1%	-7%	-15%
COc1ccccc1CNC(=O)C(C)NS(=O)(=O)c1ccc(Br)cc1 (stereo unspecified)	11%	28µM*	-8%	-3%	-8%	4%	10%	-50%[inhibitor]
COc1cc(C)c2c(=O)cc(-c3ccccc3)oc2c1	-9%	-2%	?	0%	?	-9%	·	11µM*
O=C(Cn1cc2c(n1)CCCC2)N1CCCc2ccccc21	2%	-5%	1%	i	-5%	2%	1%	1%
CC(C)COc1ccc(S(=O)(=O)NNC(=O)c2cc3ccccc3o2)cc1	1%	3%	-9%	-6%	?	-3%	4%	-13%
CCOc1ccc(S(=O)(=O)NCc2ccccc2OC)cc1	2%	12%	1%	i	-6%[46 µM]	2%	0%	0%
Cc1cc(C)nc(NC(=O)CSc2nccc(C)n2)n1	-9%	8%	-11%	-6%	-4%[46 µM]	-1%	-1%	·
Nc1c(N2CCCC2)cc(Cl)c2nonc12	?	?	2.8µM*	?	-19%	·	28µM*	·
C[C@H]1COc2c(N3CCN(C)CC3)c(F)cc3c(=O)c(C(=O)NCc4ccco4)cn1c23	?	?	-3%	-3%	·	0%	·	-4%
CC(c1ccccc1)C1CC(=O)N(c2ccc(C(=O)O)cc2)C1=O (stereo unspecified)	6%	-4%	-3%	i	-5%	5%	·	12%
Cc1cc(C)n(C(=O)CSc2nnc(SCC(=O)n3nc(C)cc3C)s2)n1	-4%	10%	5%	i	-2%	·	6%	·
COc1cccc(C(=O)CSc2nnc(-c3cc(OC)cc(OC)c3)o2)c1	4%	-10%	-13%	-14%	?	-3%	-2%	1%
O=C1NC(c2ccc(Br)cc2)Nc2sc3c(c21)CCC3 (stereo unspecified)	-23%	?	?	-9%	1%	-4%	-15%	-15%
Cc1ccc(-c2nc3cnccn3c2Nc2ccccc2)o1	?	?	-14%	-4%	-5%	-1%	-3%	-5%
COC(=O)c1ccc(/C=N/Nc2nc(N3CCCCC3)nc(N3CCCCC3)n2)cc1	-1%	-6%	-1%	-7%	-13%[46 µM]	3%	·	-16%
COc1ccccc1OCc1ccc(C(=O)Nc2ccc(Cl)cn2)o1	-1%	-3%	-16%	i	·	-1%	-6%	·
COC(=O)c1cccc(NS(=O)(=O)c2ccc(OC)c(OC)c2)c1C	-2%	2%	-7%	-5%	?	-1%	·	-56%[inhibitor]
O=C(CSc1nc2c(c(=O)n1-c1ccc(Cl)cc1)SCC2)NCC1CCCO1 (stereo unspecified)	9%	-4%	-2%	i	-1%	1%	·	-11%
COc1ccc(NC(=O)Nc2ccc(N3CCCC3=O)cc2)cc1OC	4%	-7%	?	i	7%	-1%	0%	-35%[inhibitor]
CN(C)S(=O)(=O)c1ccc(C(=O)N2CCN(S(=O)(=O)c3cccs3)CC2)cc1	-2%	-5%	3%	i	-24%[46 µM]	1%	3%	-4%

From PubChem
